Assay outcomes deposited in PubChem by The Scripps Research Institute Molecular Screening Center.
DDE Tn6 FP inh: inhibitors of Tn6 peptide binding to fibrin DD(E), primary screen, biochemical, fluorescence polarization, human fibrin, Tn6 probe. Fibrin DD(E) TRITC-Tn6 fluorescence polarization displacement. inhibition, % at 8.3 µM. 0.21% of 370,000 active;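 active = inhibition above a per-campaign cutoff: mean of compounds within control limits plus 3 SD, cut at about 15% in these data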;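 also: 0% = median of all compound wells on the plate and 100% = blocking peptide control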
TDP2 inh: human TDP2 enzyme inhibitors, primary screen, biochemical, epi absorbance, recombinant enzyme | Tyrosyl-DNA phosphodiesterase 2 (Homo sapiens), O95551 | T5PNP hydrolysis, p-nitrophenol absorbance 415 nm | inhibition, % at 12.8 µM | 0.34% of 370,000 active | AID 720702, 2013;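 active = inhibition above the mean of all tested compounds plus 3 SD, set per campaign, cut at about 25% in these data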;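 also: 0% = DMSO with enzyme and 100% = buffer with substrate but no TDP2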
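test system = human TDP2 enzyme | input = TDP2 enzyme at 120 nM final | medium = 50 mM Tris-HCl pH 7.5 with Mg2+, KCl, DTT, BSA | also added = T5PNP substrate, 5 mM | times = 2 h at 37 °C | technique = epi absorbance | benchmarks = high control without enzyme, low control DMSO plus TDP2 | replication = each compound tested once, singlicate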
MBD2 inh: inhibitors of MBD2 binding to methylated DNA, primary screen, biochemical, TR-FRET, DNA-binding domain, human; 0.31% of 370,000 active; MBD2 binding to methylated oligonucleotide; inhibition, % at 4.4 µM; AID 686964, 2013; in the data active = inhibition above about 13%
LEDGF integ inh: blockers of LEDGF/p75-dependent integrase strand transfer – biochemical, TR-FRET, high throughput, primary screen | HIV-1 integrase (with human LEDGF/p75) | TR-FRET IN-LEDGF/p75 DNA integration, Eu/Cy5 | inhibition, % at 3.7 µM | 0.64% of 370,000 active | AID 743269, 2014;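 active = inhibition above the screen-wide mean plus 3 SD, cut at about 13% in these data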;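 also: signal is the Cy5 over europium emission ratio at 671 and 618 nm; 0% = plate median of compound wells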
UHRF1 binding: UHRF1 methylated DNA binding inhibitors, primary screen, counter-screen for MBD2 inhibitor project, biochemical, TR-FRET, human UHRF1, single concentration | inhibition, % at 4.4 µM | UHRF1 binding to methylated oligo | 0.75% of 370,000 active | E3 ubiquitin-protein ligase UHRF1 (Homo sapiens), Q96T88; in the data active = inhibition above about 21%;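 also: UHRF1 SRA domain binding a hemimethylated CpG hairpin DNA probe; 0% = median of test compound wells and 100% = reference inhibitor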
TCR CD3 inh: inhibitors of human TCR-CD3 interaction, primary screen, biochemical, fluorescence, TAMRA-labeled TCR probe; T-cell receptor (TCR); inhibition, % at 9.4 µM; 0.37% of 360,000 active; AID 651800, 2012; in the data active = inhibition above about 19%;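 also: recombinant mutant TCR 2C K166C tagged with TAMRA read by polarization; 0% = receptor in buffer alone and 100% = receptor with positive control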
SIAE primary: human SIAE inhibitors, primary screen, biochemical, fluorescence polarization, FP-Rh probe, 1536-well HTS | SIAE FP-Rh probe binding | inhibition, % at 9.66 µM | 0.69% of 370,000 active | AID 1053197, 2014;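 active = inhibition above a cutoff: mean of compounds within the control limits plus 3 SD of those, cut at about 17% in these data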;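 also: 0% = plate median of compound wells and 100% = probe without SIAE protein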
Target sequence (Q9HAT2 whole entry, looked up): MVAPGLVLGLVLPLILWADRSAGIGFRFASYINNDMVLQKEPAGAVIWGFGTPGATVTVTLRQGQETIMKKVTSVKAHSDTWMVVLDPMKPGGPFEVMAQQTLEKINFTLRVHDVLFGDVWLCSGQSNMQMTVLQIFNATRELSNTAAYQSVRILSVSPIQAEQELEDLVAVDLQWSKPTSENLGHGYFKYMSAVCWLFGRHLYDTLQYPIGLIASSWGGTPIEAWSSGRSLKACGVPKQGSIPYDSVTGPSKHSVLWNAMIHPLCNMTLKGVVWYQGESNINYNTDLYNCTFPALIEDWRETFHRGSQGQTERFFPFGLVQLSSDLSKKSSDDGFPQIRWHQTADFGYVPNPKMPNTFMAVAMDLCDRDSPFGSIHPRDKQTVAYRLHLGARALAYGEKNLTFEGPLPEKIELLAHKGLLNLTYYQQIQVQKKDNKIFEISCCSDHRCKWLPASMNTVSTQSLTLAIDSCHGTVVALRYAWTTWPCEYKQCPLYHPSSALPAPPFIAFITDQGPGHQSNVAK
PRMT1 inh: PRMT1 methyltransferase inhibitors, primary screen, biochemical, fluorescence polarization; Protein arginine N-methyltransferase 1 (Homo sapiens), Q99873; recombinant PRMT1, activity-based probe fluorescence polarization; inhibition, % at 2.79 µM; 1.3% of 370,000 active; AID 652257, 2013;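 active = inhibition above about 21% made by adding two undisclosed values, limit read from the data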
proKLK7 act: proKLK7 zymogen activators, primary screen, biochemical, fluorescence intensity | 0.9% of 370,000 active | activation, % at 7 µM | Kallikrein-7 (Homo sapiens), P49862 | purified proKLK7, EDANS-DABCYL substrate fluorescence; 100% is mature enzyme control, 0% vehicle;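 active = activation above the mean of all tested compounds plus 3 SD, computed per campaign excluding outliers beyond control limits, cut at about 13% in these data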
Target sequence (P49862 whole entry, looked up): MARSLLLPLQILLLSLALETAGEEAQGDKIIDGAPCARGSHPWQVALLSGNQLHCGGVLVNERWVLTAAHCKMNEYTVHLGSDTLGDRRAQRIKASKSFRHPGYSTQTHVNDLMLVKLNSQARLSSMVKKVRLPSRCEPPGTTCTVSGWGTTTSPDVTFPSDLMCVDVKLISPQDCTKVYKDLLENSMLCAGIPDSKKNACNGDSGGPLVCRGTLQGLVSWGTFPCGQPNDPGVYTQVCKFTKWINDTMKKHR
DDE Tn7 FP inh: inhibitors of Tn7 peptide binding to fibrin DD(E), primary screen, biochemical, fluorescence polarization, human fibrin, Tn7 probe. Fibrinogen beta chain (Homo sapiens), P02675. FP displacement of FITC-Tn7 peptide from fibrin DD(E); 0% = median of compound wells per plate. inhibition, % at 8.3 µM. 0.13% of 370,000 active;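 active = inhibition above the mean of compounds falling within the control limits plus 3 SD of them, cut at about 14% in these data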;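 also: 0% = plate median of compound wells and 100% = 10 µM Aha-Tn7 peptide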
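Assay system: Human clot-derived fibrin DD(E) complex | Buffer or medium: Tris/NaCl/CaCl2 buffer, pH 7.8 | Repeats: One replicate per compound | Benchmarks: Aha-Tn7 high control | Measure: % inhibition scaled between sample-field median and high-control FP | Schedule: 10 min plus 3 h, room temperature | Signal: Fluorescence polarization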
* hit, by the source's call. Not a hit list (roughly 4.6% active in at least one column).

SMILES	DDE Tn6 FP inh	TDP2 inh	MBD2 inh	LEDGF integ inh	UHRF1 binding	TCR CD3 inh	SIAE primary	PRMT1 inh	proKLK7 act	DDE Tn7 FP inh
CCO[C@@H]1OC(C(=O)Nc2ccccc2)=C[C@H](c2ccc(Br)cc2)[C@H]1CCCO	-8	-1	-1	-3	-3	-2	-11	-3	-0.4	1
CCc1ccc(NC(=O)N[C@H](C(=O)O)C(C)CC)cc1 (some centres undefined)	-2	14	1	-5	1	0	1	0	0.8	-1
Cc1cc2oc(=O)cc(CN3CCOCC3)c2cc1O	1	-5	-2	-5	1	-4	1	5	0.2	-1
Cc1ccc(C(=O)/C=C/C(=O)c2ccc(C)cc2)cc1	4	4	-2	5	2	0	3	17	0.4	-4
COc1ccc([N+](=O)[O-])cc1N(CC(O)CN1CCCCC1)S(=O)(=O)c1ccccc1 (centres undefined)	1	-11	3	1	1	-5	-1	2	0.5	1
COc1ccc(N2CC(C(=O)N[C@@H](C)C(=O)NC3CCCC3)CC2=O)cc1 (some centres undefined)	-4	-6	0	-5	3	-5	2	2	0.2	0
COc1cc(NC(=O)CN2C(=O)c3ccccc3C2=O)c(C(=O)O)cc1OC	4	4	4	-2	-1	-5	0	0	-0.1	4
COc1ccc(NC(=O)N2CCN(c3nc4ccccc4n3C(C)C)CC2)cc1	-6	4	7	-3	2	4	6	0	0.0	-6
CC(=O)c1cnc(SCCN2C(=O)c3ccccc3C2=O)nc1C	6	-2	3	0	3	1	-3	0	-0.3	-2
COc1ccc(/C(N)=N/OC(=O)C2CCCCC2)cc1OC	1	-14	-1	-1	2	3	-1	3	-0.3	7
C[C@H]1[C@H](c2ccccc2)Oc2cccc(NCCc3ccccc3)c2S(=O)(=O)N1Cc1cccc(F)c1	-8	1	-1	2	-5	-3	-11	-1	-0.5	-9
Cc1sc(NC(=O)c2ccco2)c(CN2CCN(c3ccc(F)cc3)CC2)c1C	-3	3	-2	0	-1	-6	9	0	0.0	-1
C=CCn1c(CSc2nnc(-c3ccccc3)n2C)n[nH]c1=S	-4	-13	-5	6	-1	0	5	-6	0.3	-12
C/C(CC(=O)NC1CCCCC1)=N\NC(=O)c1ccc(Br)cc1	-4	5	-2	-4	1	-8	-2	-1	0.2	-4
OC(CN1CCCCC1)Cn1c2ccccc2c2ccccc21 (centres undefined)	4	5	2	-2	-3	6	-8	-2	0.1	8
CCN1CCN(C(=S)Nc2ccc(Cl)cc2Cl)CC1	6	4	0	-2	0	4	-2	0	0.0	3
O=C(Nc1nnc(C(F)(F)F)s1)c1cccnc1	1	-5	2	2	1	6	-2	2	-0.5	-8
S=C(Nc1cccc(Cl)c1Cl)N1CCC2(CC1)OCCO2	1	2	-5	-9	-2	-2	-2	7	-0.7	0
Cc1ccc(NC(=O)CN2C(=O)N/C(=C/c3cccn3-c3ccc(C(=O)O)cc3)C2=O)cc1	2	16	72*	57*	102*	11	1	30*	0.1	-7
COC(=O)c1sccc1NC(=O)COc1ccc(F)cc1Cl	3	0	-4	-2	-1	-6	6	-2	12	2
CN1CCN(S(=O)(=O)c2cccc(C(=O)Nc3sc4c(c3C(N)=O)CCCC4)c2)CC1	5	1	0	0	2	3	-2	4	0.6	7
CCn1c(SC(C)C(=O)Nc2ccc3c(c2)OCCO3)nnc1C1CC1 (centres undefined)	-1	3	4	-1	1	-2	-3	7	0.2	6
CCOC(=O)c1c(NC(=O)CSc2ncn[nH]2)sc(C)c1C	-2	3	2	1	-1	-1	0	1	0.1	4
CCOc1cccc(N2C(=O)CC(N(CCc3ccc(OC)c(OC)c3)C(=O)CC)C2=O)c1 (centres undefined)	0	-1	3	1	0	4	-4	-1	-0.9	-6
O=C(c1cc2cc(F)ccc2[nH]1)N1CCc2ccccc2C1	7	-7	1	-3	4	-5	2	4	0.0	1
C=CCNC(=O)COc1coc(CN2CCN(Cc3ccccc3)CC2)cc1=O	0	-16	1	-5	2	1	3	2	-0.7	-3
COC(=O)Cn1ncc2c(C)n(Cc3ccccc3)c(C)c2c1=O	-5	9	-4	3	1	-4	0	-2	-0.6	5
O=C(c1cc2cc(Cl)ccc2oc1=O)N1CCCCCCC1	-3	16	0	-8	-2	-1	-1	1	0.1	-1
COc1ccc(NC(=O)Nc2ccc3c(c2)OCO3)c(C)c1	3	11	-3	4	0	7	0	0	-0.3	1
Cc1cc(/C=C2\C(=N)N3C(SCc4ccccc4)=NSC3=NC2=O)c(C)n1Cc1ccccc1	1	-2	-2	1	3	12	4	2	0.4	-5
Cc1ccc(C2CC(c3ccc(Br)cc3)=NN2C(=O)CSC2=NN3CCCC(=O)N=C3S2)cc1 (centres undefined)	-1	0	4	-2	1	-5	2	2	-0.7	0
CN(C)c1cccc(C(=O)Nc2cc(C(F)(F)F)ccc2-n2cnc3ccccc32)c1	8	-5	1	-4	3	-7	2	3	-1.0	6
Cc1ccc(SC(C)C(=O)Nc2c(C)n(C)n(-c3ccccc3)c2=O)cc1 (centres undefined)	2	1	1	-3	1	2	-1	-1	0.1	-4
CNc1nc(N)c(C(=O)C(C)(C)C)s1	4	9	0	-3	-3	7	-4	0	0.5	11
Cc1cnc(NC(=O)COc2ccccc2Cl)s1	-5	-2	2	-4	6	-1	0	1	0.2	2
CCc1nc(SCc2cccnc2)c2c(=O)n(C)c(=O)n(C)c2n1	5	4	-4	-3	-1	1	-2	0	-0.6	5
O=c1[nH]n(-c2cccc(Cl)c2)c2ncccc12	-4	8	-3	3	-3	0	4	-1	-0.1	-6
COc1ccc(CNC(=O)CC23CC4CC(CC(C4)C2)C3)cc1OC	1	6	-1	2	-1	-2	2	-2	0.6	6
Cc1nc2oc3ccccc3c(=O)c2cc1C(=O)O	-4	-3	0	1	-1	1	5	-4	0.2	1
O=C(NCc1ccncc1)c1cc(-c2ccc(Cl)cc2)oc1C(F)(F)F	-3	-7	3	-3	-2	3	3	0	0.0	0
COCCN(C(=O)COC(=O)CC(C)c1ccccc1)c1c(N)n(Cc2ccccc2)c(=O)[nH]c1=O (centres undefined)	-3	12	-3	-1	-1	4	5	-2	0.7	1
COc1ccc(S(=O)(=O)N2CCC(C(=O)OCC(=O)c3ccccc3)CC2)cc1[N+](=O)[O-]	-6	-7	-1	6	4	-8	-2	-3	-1.2	-5
CCN(CC)C(=O)Cn1cc(S(=O)(=O)CC(=O)Nc2ccccc2C)c2ccccc21	1	-8	3	-6	0	-8	3	5	-0.3	7
CC(C)N1CCc2c(sc(NC(=O)CCS(=O)(=O)c3ccccc3)c2C(N)=O)C1	4	1	-9	-4	-1	8	3	-3	-0.7	5
COc1ccc(C(N)CCc2ccc(C)o2)cc1 (centres undefined)	5	-4	-4	2	-2	3	-2	2	2.1	-4
COc1ccc(CCNC(=O)c2sc(=S)n(C)c2N)cc1	-1	-8	1	-2	-3	2	-2	-1	15*	4
CCC1(C)NC(=O)N(CC(=O)NCC(=O)Nc2c(C)cc(C)cc2C)C1=O (centres undefined)	0	4	1	0	-1	11	-2	-4	0.2	-3
Cc1ccc(NC(=O)CN2CCC(NC(=O)Cc3ccccc3)CC2)cc1C	-4	7	-7	1	-1	-3	8	-3	-0.6	3
CC(C)c1ccc(/C=c2\sc3nc(-c4ccncc4)nn3c2=O)cc1	-3	-6	4	0	-1	-3	-6	2	-0.2	-1
Cc1cc(NC(=O)c2ccc([N+](=O)[O-])o2)ccc1NC(=O)c1ccco1	-1	-3	-1	-1	2	1	2	2	0.3	3
CC(C)C(NS(=O)(=O)c1cccc2nsnc12)C(=O)NC1CCCCC1 (centres undefined)	5	6	3	1	0	7	9	-2	-0.2	5
Cc1ccc(N(Cc2cc3ccc(C)cc3[nH]c2=O)C(=O)c2ccco2)cc1	2	-5	-1	-3	-1	4	-7	1	-0.6	-3
Cc1ccc(NC(=O)c2ccc(Cl)c(S(=O)(=O)NCC3CCCO3)c2)c(O)c1 (centres undefined)	-1	4	2	-4	-1	-9	4	3	-0.2	4
Cc1ccc(-n2ncc3c2CCCC3NC(=O)CCn2ccnc2C)cc1C (centres undefined)	0	9	-1	2	-1	-1	10	-4	-0.5	-1
COc1ccc(-c2c(NC(=O)c3ccco3)oc3ccc(Cl)cc3c2=O)cc1	-3	-12	3	-6	5	3	-4	6	0.0	-1
COC(=O)[C@H](Cc1ccccc1)NC(=O)NCc1ccccc1	5	-2	-2	1	-1	-5	-5	4	-0.2	-8
O=S(=O)(NCc1cn2ccccc2n1)c1ccccc1F	-2	-11	4	-4	3	-4	2	6	-0.6	6
CCOc1ccc(C(CC(=O)O)NC(=O)C23CC4CC(CC(C4)C2)C3)cc1OC (centres undefined)	6	1	0	-1	-1	-4	-1	0	0.8	0
CC(C)[C@H](N)c1cn([C@@H](CC(N)=O)C(=O)N2CCNCC2)nn1	2	13	7	-5	8	-5	7	-1	0.2	4
CCOC(=O)c1cc(CC)sc1NC(=O)c1ccc(N2C(=O)CCC2=O)cc1	5	-6	-1	-2	2	-4	-5	-2	0.6	-3
Cc1cccc(-c2ccc3[nH]c4c(c3c2)CCN2C[C@@H]([C@H](C)O)[C@@H](N(C)C(=O)Nc3ccc(F)cc3)C[C@@H]42)c1	-8	-2	6	-2	1	-5	1	-1	-0.7	-5
Cc1ccc(CNC(=O)CS(=O)Cc2nc(-c3ccccc3F)oc2C)cc1 (centres undefined)	-1	3	0	0	-1	6	3	0	-0.2	-3
O=C(O)CCC(=O)Nc1nnc(C(F)(F)F)s1	-3	5	0	2	1	4	4	0	-0.9	-3
